Assay outcomes from PubChem.
CDK5 p35 inh: blocks human CDK5/p35 kinase activity | Q00535+Q15078 | actives 0.01% (n = 330,000) | inhibition, % at 10 µM | Recombinant CDK5/p35, ADP-Glo luminescence, 60 min;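 active = highest replicate inhibition of at least 50% and at least 75% of replicates reaching 50%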;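 also: plate controls were DMSO neutral control for no effect and GW8510 at 10 µM for full effect; many of its hits are not listed in these tables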
Mot1-301 SUMO: SUMOylation pathway inhibition by Mot1-301 growth rescue; S. cerevisiae Mot1-301 growth rescue, ATP luminescence, 38.5C; percent above DMSO median, 100 means doubled; growth rescue, % at 18.8 µM; actives 1% (n = 320,000); AID 2716;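 active = every valid replicate shows activation above 250% relative to neutral control wells; inactive = the rest, any valid replicate at or below 250%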;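 also: OY570 slx delta 5 strain wells were the positive control but not used for scaling; some compounds called inactive have numbers as strong as hits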
Pemphigus Ab inh: human desmoglein-3 autoantibody binding inhibition; P32926; DSG3-coupled beads, scFv-anti-DSG3-GFP binding, flow cytometry; stronger effect = lower value; binding (percent of control), % at 10 µM; actives 0.48% (n = 310,000); AID 588358;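 active = binding more than 3 SD below its plate's average and above zero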;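 also: hits lower antibody fragment binding to DSG3; some compounds called inactive have numbers as strong as hits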
PKA-R2B act: PKA-R2B complex activation | PKA-R2B holoenzyme dissociation, Cy5-IP20 fluorescence polarization; R2B truncated from residue 108, S112A mutant; 0% DMSO only, 100% 113 µM cGMP | activation, % at 11.4 µM | actives 0.079% (n = 340,000) | AID 504700;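 active = activation above a cutoff set at the mean over all compounds plus 3 SD, cut at about 18% in these data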;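 also: higher means more holoenzyme dissociation and a rise in polarization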
SR-BI DiI inh: inhibitors of mouse SR-BI mediated HDL lipid uptake; Q61009; ldlA[mSR-BI] CHO cells, DiI-HDL uptake fluorescence, 3 h; inhibition, % at 12.5 µM; actives 0.96% (n = 320,000); AID 488896;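 active = mean replicate inhibition of at least 70% and a set share of replicates each scoring 70 or more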;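 also: 0% = median of neutral control wells and 100% = median of positive control wells; values of inactives mirror those of a sister screen read the other way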
Arr AP2 block: human beta-arrestin and AP2 interaction inhibition | FITC-arrestin peptide / GST-AP2 beads, flow cytometry; AP2 beta2 appendage carries R879A mutation | inhibition, % at 10 µM | actives 0.31% (n = 340,000) | AID 504490;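 active = inhibition above a set limit, near 3 SD of compounds lacking own fluorescence, cut at about 54% in these data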;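 also: plate controls were DMSO wells for no effect and 5 µM unlabelled arrestin peptide for full effect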
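Test system: GST-tagged AP2 beta2-adaptin appendage (R879A) on 4 µm glutathione beads; also added: fluorescein-tagged arrestin peptide at 50 nM final; timing: 12 min plus 1 h, RT; signal: flow cytometry, FL1 (488/535 nm); read-out: percent drop in bead-associated FITC signal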
SR-BI DiI-HDL act: activators of SR-BI mediated HDL lipid uptake; actives 0.096% (n = 320,000); CHO ldlA[mSR-BI] cells, DiI-HDL uptake fluorescence, 3 h; 100 = double the neutral-control signal; activation, % at 12.5 µM;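 active = mean replicate activation of at least 60% and every replicate at or above 60%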;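 also: 0% = median plate neutral-control signal and 100% = twice that signal; values of inactives mirror those of a sister screen read the other way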
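Test system: SR-BI-overexpressing, LDLR-lacking CHO cells; Also added: labelled HDL, 10 µg/mL; Measured by: bottom-read cell fluorescence after medium removal, ex 550/em 595 nm; Timing: 3 h uptake period with compound, 37 °C; Buffer or medium: F12, 0.5% BSA, 25 mM HEPES; Doses: single compound concentration, delivered by pin transfer.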
dFosB act: enhances mouse delta FosB homodimer DNA binding | AID 493131 | actives 0.99% (n = 340,000) | purified delta FosB, TAMRA-CDK5 oligo fluorescence polarization; percent of positive-control signal above neutral wells | activation, % at 25 µM | P13346;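 active = mean activation above about 17%, with every replicate also reaching it, limit read from the data, passing the limit was not always enough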;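 also: fluorescence polarization rise as delta FosB binds a TAMRA Cdk5 AP-1 oligo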
NSD2 HMT inh: inhibitors of human histone methyltransferase NSD2. O96028. NSD2 peptide methylation, AlphaScreen, 120 min. inhibition, % at 12.5 µM. actives 0.54% (n = 310,000). AID 743445; in the data active = inhibition above about 50%
Target sequence (O96028 whole entry, looked up): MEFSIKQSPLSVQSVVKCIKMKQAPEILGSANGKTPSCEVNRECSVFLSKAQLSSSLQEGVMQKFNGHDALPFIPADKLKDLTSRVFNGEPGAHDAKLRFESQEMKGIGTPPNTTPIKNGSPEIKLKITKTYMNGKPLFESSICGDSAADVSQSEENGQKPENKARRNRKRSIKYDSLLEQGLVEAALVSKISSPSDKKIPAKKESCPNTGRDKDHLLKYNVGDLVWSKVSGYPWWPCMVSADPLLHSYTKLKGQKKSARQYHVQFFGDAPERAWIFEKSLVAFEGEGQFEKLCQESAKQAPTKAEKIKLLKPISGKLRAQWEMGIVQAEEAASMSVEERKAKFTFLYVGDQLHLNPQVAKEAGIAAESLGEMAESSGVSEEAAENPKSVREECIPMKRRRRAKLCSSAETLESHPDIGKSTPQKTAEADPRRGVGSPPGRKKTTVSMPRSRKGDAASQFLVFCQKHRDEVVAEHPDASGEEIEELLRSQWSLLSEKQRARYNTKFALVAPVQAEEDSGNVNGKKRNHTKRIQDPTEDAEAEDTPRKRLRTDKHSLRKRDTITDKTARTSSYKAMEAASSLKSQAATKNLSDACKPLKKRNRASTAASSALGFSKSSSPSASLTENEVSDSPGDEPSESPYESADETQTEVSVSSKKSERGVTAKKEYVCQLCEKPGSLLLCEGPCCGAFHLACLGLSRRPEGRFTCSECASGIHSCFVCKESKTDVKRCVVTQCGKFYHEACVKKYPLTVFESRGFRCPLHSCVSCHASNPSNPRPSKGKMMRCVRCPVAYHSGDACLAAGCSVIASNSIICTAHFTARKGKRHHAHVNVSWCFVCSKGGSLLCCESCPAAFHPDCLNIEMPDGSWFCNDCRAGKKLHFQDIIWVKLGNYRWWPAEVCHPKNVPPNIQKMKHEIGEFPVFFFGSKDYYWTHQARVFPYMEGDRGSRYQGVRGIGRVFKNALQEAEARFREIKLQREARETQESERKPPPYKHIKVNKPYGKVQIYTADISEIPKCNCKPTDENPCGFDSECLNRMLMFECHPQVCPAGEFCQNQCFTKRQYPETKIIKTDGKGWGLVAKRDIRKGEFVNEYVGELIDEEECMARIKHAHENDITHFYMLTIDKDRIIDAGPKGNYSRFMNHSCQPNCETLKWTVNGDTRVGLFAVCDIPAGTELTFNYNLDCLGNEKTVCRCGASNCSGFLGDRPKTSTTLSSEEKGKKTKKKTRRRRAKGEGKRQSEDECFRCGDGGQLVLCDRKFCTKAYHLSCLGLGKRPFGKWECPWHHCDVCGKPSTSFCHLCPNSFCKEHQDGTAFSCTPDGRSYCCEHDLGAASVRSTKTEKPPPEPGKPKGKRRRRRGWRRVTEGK
PKA-R1A act: activators of PKA-R1A complex; PKA-R1A dissociation, Cy5-IP20 fluorescence polarization; scaled: DMSO 0%, 113 µM cGMP 100%; activation, % at 11.4 µM; P00514+P68181; actives 0.083% (n = 340,000); AID 504707;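 active = percent activation above the mean of all tested compounds plus 3 SD, cut at about 19% in these data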;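 also: higher means more PKAc released from R1A so a rise in polarization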
MITF act: MITF TRPM1 promoter activation in melanoma cells; SK-MEL-5 TRPM1-promoter luciferase, 24 h; % of positive control, neutral wells = 0; activation, % at 12.5 µM; actives 0.75% (n = 300,000); AID 588334;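 active = mean activation of at least 80% with every replicate also reaching 80%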;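 also: 0% = neutral control wells and 100% = parthenolide positive control wells; values of inactives mirror those of a sister screen read the other way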
An asterisk follows results filed as active; . = no result given. The order is random; about 4.7% have a hit in one of these screens.

SMILES	CDK5 p35 inh	Mot1-301 SUMO	Pemphigus Ab inh	PKA-R2B act	SR-BI DiI inh	Arr AP2 block	SR-BI DiI-HDL act	dFosB act	NSD2 HMT inh	PKA-R1A act	MITF act
Cn1c(=O)c(/C=C/c2ccc(F)cc2)nc2ccccc21	0.8	.	91	-12	0	-11	0	-27	-4	-4	25
COc1ccc(COCC(O)CN2CC(C)OC(C)C2)cc1OC (configuration not stated)	-11	224	105	-13	-9	1	9	-1	-3	2	1
CC(=O)c1ccc(NC(=O)[C@@]2(CC(=O)O)CC(/C=C/c3ccccc3)=NO2)cc1	0.1	-11	92	-1	.	-29	.	-2	-2	4	.
NC(=O)CC(NC(=O)Cc1ccc(Br)cc1)c1ccc(NC2CCC2)c([N+](=O)[O-])c1 (configuration not stated)	0.5	2	106	-7	-17	27	17	-10	.	-9	25
CCOC(=O)c1[nH]cnc1N=Nc1c(O)ccc2ccccc12	-1.6	0	97	1	80*	3	-80	-5	20	5	-82
CC1CC(C)CN(C(=O)c2cccc(S(=O)(=O)N(C)c3ccccc3)c2)C1 (configuration not stated)	1.8	.	102	4	18	17	-18	-7	1	0	-10
CN(C)c1ccc(S(=O)(=O)NCC(=O)NCCC2=CCCCC2)cc1[N+](=O)[O-]	-0.9	-17	99	-4	-22	-3	22	-5	6	2	-11
C=CCn1c(SCc2nc3ccccc3[nH]2)nnc1-c1ccncc1	-0.8	-5	107	1	-14	19	14	-4	0	-10	2
COc1ccc(C(=O)N/N=C/c2cccc3cccnc23)cc1	1.8	.	.	-1	43	1	-43	-22	-2	3	-21
C[C@@H](OC(=O)N1CCCCC1)[C@H]1O[C@]2(C)CCCC[C@H]1O2	0.9	5	102	8	-35	33	35	5	.	-4	20
CC(C)=C(NC(=O)c1ccccc1)C(=O)NCCCC(=O)O	2.6	29	104	-11	16	18	-16	-7	.	-7	-3
Cc1cccn2c(CN(C)CC3CCCCO3)c(C(=O)N3CCCCC3)nc12 (configuration not stated)	-1.1	-1	98	12	6	36	-6	6	-7	-10	-24
COc1ccc(CCn2c(=N)c(S(=O)(=O)c3ccc(C)cc3)cc3c(=O)n4ccccc4nc32)cc1	0.9	18	95	5	-1	-21	1	-5	-5	-2	5
COc1ccc(CC(=O)Nc2ccccc2C(=O)N2CCOCC2)cc1	.	-12	93	-4	-4	0	4	3	-3	-1	-7
CCN1CCN(c2ncc(C(=O)Nc3cc(Cl)ccc3OC)c3ccccc23)CC1	-2.1	5	.	-8	38	-3	-38	-3	0	-1	-1
Cc1ccc(S(=O)(=O)N2CCC(CN3C(=O)c4cccc5cccc(c45)C3=O)CC2)cc1	2.1	15	107	8	19	-1	-19	-1	0	-10	.
CCOC(=O)C1CCN(C2=NC(=O)/C(=C/c3ccc(OC)c(OC)c3)S2)CC1	1.4	15	93	-2	8	7	-8	5	3	1	-4
O=C(CCCc1c[nH]c2ccccc12)NCc1cccs1	2.5	-14	102	-1	-9	-20	9	2	0	-7	13
CCOc1cc(/C=C2\SC(=N)N(c3nonc3N)C2=O)ccc1OCCN1CCOCC1	-5.2	-18	107	-6	0	-12	0	-8	11	6	22
COc1ccc(/C=C(\NC(=O)c2ccccc2)C(=O)N2CCCCC2)cc1OC	1.2	127	97	3	-11	-9	11	-13	1	6	1
CC(C)(C)[C@@H]1COC(=O)[C@H](Cc2ccc(F)cc2)C/C=C\C[C@@H](CC(=O)N(CCO)Cc2ccccc2)C(=O)N1	-2.1	17	99	-2	-5	11	5	-19	.	-12	-3
O=C(N/N=C/c1ccccc1)c1[nH]ncc1Br	3.7	243	99	2	-23	21	23	-3	-6	-5	73
O=C(COc1ccc([N+](=O)[O-])cc1)N(C1CCCCC1)C1CCS(=O)(=O)C1 (configuration not stated)	1.0	-10	91	-10	-17	14	17	-10	0	-3	5
Cc1occc1C(=O)Nc1cccnc1	-1.2	-11	.	-4	1	-1	-1	-6	-3	-7	.
COCCCN(CCNC(=O)c1ccc(NC2=NC3CS(=O)(=O)CC3S2)cc1)Cc1ccco1 (configuration not stated)	0.3	0	104	0	-32	21	32	-9	.	-7	19
C#CCN1C(=O)C2(OCCO2)c2ccccc21	-0.8	15	103	2	4	-20	-4	-3	-3	-9	-9
CC1CCN(C(=O)CCc2ccc(S(=O)(=O)NC(C)(C)C)cc2)CC1	-3.2	9	97	-15	12	7	-12	2	-18	-4	-7
Cc1cc(NS(=O)(=O)c2ccc(NC(=O)c3ccc(Cl)cc3[N+](=O)[O-])cc2)no1	-1.8	-8	119	2	-3	-13	3	-3	-1	3	3
O=C(NNc1cccc(Cl)c1)c1cccnc1Cl	-3.4	344*	103	4	-16	3	16	-8	-3	-5	9
COc1cc(-c2nc3cnccc3n2C)cc(OC)c1OC	-0.6	-2	.	-1	-14	7	14	-4	-2	-1	4
CCOC(=O)c1cccc(P(C)(C)=O)c1	-1.0	-6	106	0	-14	-9	33	-8	79*	-8	21
COc1ccc(C)cc1NC(=O)c1cccc(-c2ccc(OC(C)=O)cc2)c1	0.1	12	103	-5	77*	29	-77	-7	2	-8	18
CCCCOC(=O)C1CCC[C@@H](C)N1 (some centres not stated)	-4.4	-4	120	-2	-12	2	12	1	8	-15	-3
O=C1CC(C(=O)O)(c2ccccc2)c2cccc(F)c21 (configuration not stated)	-0.4	14	102	4	3	33	-3	1	9	0	-6
O=C(NCc1nc(-c2ccc(C(F)(F)F)cc2)no1)c1cccs1	1.5	-2	.	-4	.	-6	.	-7	-4	6	.
CC(=O)Oc1ccccc1C(=O)Oc1ccc(/C=N/n2cnnc2)cc1	0.5	0	101	-1	0	3	0	-3	-2	-9	.

Reprinted from the results shown (nine entries):
SMILES	CDK5 p35 inh	Mot1-301 SUMO	Pemphigus Ab inh	PKA-R2B act	SR-BI DiI inh	Arr AP2 block	SR-BI DiI-HDL act	dFosB act	NSD2 HMT inh	PKA-R1A act	MITF act
COCCCN(CCNC(=O)c1ccc(NC2=NC3CS(=O)(=O)CC3S2)cc1)Cc1ccco1 (configuration not stated)	0.3	0	104	0	-32	21	32	-9	.	-7	19
C#CCN1C(=O)C2(OCCO2)c2ccccc21	-0.8	15	103	2	4	-20	-4	-3	-3	-9	-9
CC1CCN(C(=O)CCc2ccc(S(=O)(=O)NC(C)(C)C)cc2)CC1	-3.2	9	97	-15	12	7	-12	2	-18	-4	-7
Cc1cc(NS(=O)(=O)c2ccc(NC(=O)c3ccc(Cl)cc3[N+](=O)[O-])cc2)no1	-1.8	-8	119	2	-3	-13	3	-3	-1	3	3
O=C(NNc1cccc(Cl)c1)c1cccnc1Cl	-3.4	344*	103	4	-16	3	16	-8	-3	-5	9
COc1cc(-c2nc3cnccc3n2C)cc(OC)c1OC	-0.6	-2	.	-1	-14	7	14	-4	-2	-1	4
CCOC(=O)c1cccc(P(C)(C)=O)c1	-1.0	-6	106	0	-14	-9	33	-8	79*	-8	21
COc1ccc(C)cc1NC(=O)c1cccc(-c2ccc(OC(C)=O)cc2)c1	0.1	12	103	-5	77*	29	-77	-7	2	-8	18
CCCCOC(=O)C1CCC[C@@H](C)N1 (some centres not stated)	-4.4	-4	120	-2	-12	2	12	1	8	-15	-3

The results go on:
SMILES	CDK5 p35 inh	Mot1-301 SUMO	Pemphigus Ab inh	PKA-R2B act	SR-BI DiI inh	Arr AP2 block	SR-BI DiI-HDL act	dFosB act	NSD2 HMT inh	PKA-R1A act	MITF act
CCOC(=O)C1C(=O)C=C(C)C(C(=O)OCC)C1c1cccc([N+](=O)[O-])c1 (configuration not stated)	-0.5	526	111	1	-2	-2	2	-8	-2	-7	.
C/C(=N\NC(=O)OC(C)(C)C)c1cccc([N+](=O)[O-])c1	.	-15	91	0	-38	-9	38	6	-3	0	29
COc1cc(OC)cc(-c2nc3ccccc3c(=O)n2OC(=O)c2ccc(C)c(C)c2)c1	-0.8	-16	84	-4	-15	.	15	-9	-1	-3	3
C=CCNC(=O)c1ccc(NC(=O)C2=CSCCO2)cc1	0.0	-11	108	-5	19	-12	-19	4	.	-3	14
CCOc1ccc(NC(=O)CNC(=O)c2ccc([N+](=O)[O-])cc2)cc1	0.7	20	92	3	-25	0	25	5	-3	-3	3
Cc1ccccc1NC(c1cccc(Cl)c1)c1nnnn1C1CCCCC1 (configuration not stated)	-1.1	-10	122	7	-19	-2	19	1	2	-7	4
Cc1ccccc1Cn1c2ccccc2c2cnn(CC(=O)NCCCN3CCN(C)CC3)c(=O)c21	0.4	8	103	-4	-41	52	41	-9	5	1	-60
O=C(Nc1ccccc1)c1cccc(N2C(=O)C3C4C=CC(C5CC45)C3C2=O)c1 (configuration not stated)	1.0	21	100	-3	18	6	-18	-17	-5	-10	-14
Cc1onc(C(=O)Nc2cccc(C(F)(F)F)c2)c1[N+](=O)[O-]	.	.	94	-11	-5	-5	5	1	4	-7	26
O=C(CCCN1C(=O)/C(=C\c2ccccc2)SC1=S)Nc1ccc(C(=O)O)cc1	-1.0	-10	102	-1	-7	7	7	-5	6	-11	-2
Cc1ccc(S(=O)(=O)N(C)Cc2nc(-c3ccccn3)no2)cc1	-1.1	8	98	-1	16	7	-16	-1	-5	-5	.
CCC(=O)N(C)/C=C1\Sc2ccccc2C1=O	1.3	121	108	12	-10	5	10	10	2	-4	-9
CC(=O)NC1(C(F)(F)F)NC(=O)N(CCc2ccccc2)C1=O (configuration not stated)	0.3	-13	91	-15	-7	-11	7	-5	-3	-11	-8
COc1ccc(/C=C2/C(=N)N3N=C(CC(=O)N4CCCC4)SC3=NC2=O)cc1OC	-4.7	1	101	-10	6	-7	.	1	-3	-11	-10
